Assay outcomes: PubChem BioAssay, The Scripps Research Institute Molecular Screening Center
MsrA inh = inhibitors of bovine MsrA. purified bovine MsrA, absorbance read-out. inhibition, % at 15.5 µM. 0.75% of 360,000 active; in the data active means inhibition above about 4.5%;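 further: 0% = vehicle wells with enzyme and 100% = reference inhibitor wells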
* hit, by the source's call.

mol	MsrA inh
C[C@H](O)[C@@H]1C(=O)N2CCc3c([nH]c4c(-c5ccccc5)cccc34)[C@@H]2C[C@@H]1N(C)CC1CCCCC1	0.5
COC(=O)[C@]12C[C@H](CC(=O)NCc3cccc(C(F)(F)F)c3)C(=O)N(Cc3ccc4c(c3)OCO4)C1=C[C@H](C(C)(C)C)O[C@@H]2C	0.1
Nc1[nH]c(C(=O)c2ccc(Cl)cc2)c(-c2ccc(Br)cc2)c1C(=O)NCCc1c[nH]c2ccccc12	-0.2
COC(=O)[C@]12C[C@H](CC(=O)N3CCOCC3)C(=O)N(Cc3ccccc3)C1=C[C@H](C1CCCC1)O[C@@H]2C	0.1
C[C@H]1CN([C@@H](C)CO)S(=O)(=O)c2ccc(Br)cc2O[C@H]1CN(C)C(=O)c1ccccc1F	0.8
CCCCCCC12C(=Cc3cc(C)ccc31)c1ccccc1C(CC(=O)NCc1ccccc1)N2C(=O)OC (stereo not given)	0.6
Cc1ccc(OCCNC(=O)[C@@H](Cc2ccccc2)NC(=O)[C@H]2O[C@@H](n3ccc(=O)[nH]c3=O)[C@H](O)[C@@H]2O)cc1C	-0.4
COc1ccccc1Cc1c(-c2ccc(C)cc2)nc2c3ccccc3ccn12	1.6
Nc1nc(-c2ccc(Cl)cc2)cs1	-0.7
CCOC(=O)/C(=C\Nc1ccc(OCc2ccccc2)cc1)NC(=O)c1ccccc1	0.5
CC(C)[C@H](NC(=O)C1CC1)C(=O)N1CCC[C@H]1C(=O)NCc1ccccc1	-0.2
OCC1SC(O)C(O)C(O)C1O (stereo not given)	0.0

Gathered by group: the entries above containing a Cl atom.
mol	MsrA inh
Nc1[nH]c(C(=O)c2ccc(Cl)cc2)c(-c2ccc(Br)cc2)c1C(=O)NCCc1c[nH]c2ccccc12	-0.2
Nc1nc(-c2ccc(Cl)cc2)cs1	-0.7

Continued.
mol	MsrA inh
CCOC(=O)C1=C(C(=O)OCC)C2N(Cc3ccc(C#N)cc3)c3ccccc3[C@@]23C[C@@H](C(=O)OC)N(S(=O)(=O)c2cccs2)C3=N1 (stereo not given in full)	0.7
Cn1cc(/C=N\NC(=O)C2COc3ccccc3O2)c2ccccc21 (stereo not given)	0.9
CC(=O)N1CCN(c2ccc(N3CCN(Cc4ccccc4)[C@@H](C)C3)c(C)c2)[C@H](C)C1	1.2
COC(=O)c1cc2c(c3c4ccccc4n(S(=O)(=O)c4cccc(C)c4)c13)C(=O)N(Cc1ccccc1)C2	0.2
C[C@@H]1CN([C@@H](C)CO)C(=O)CCCn2cc(nn2)CO[C@H]1CN(C)S(C)(=O)=O	-1.3
O=C(C[C@@H]1C[C@@H]2c3cc(NC(=O)c4ccc5c(c4)OCO5)ccc3O[C@@H]2[C@@H](CO)O1)NCc1cccnc1	1.4
CCCCCCC12C(=Cc3cc4c(cc31)OCCO4)c1cc(OC)c(OC)cc1C(CC(=O)O)N2C(=O)OC (stereo not given)	2.3
Brc1ccc(COCCc2cn(Cc3ccccc3)c3ccccc23)cc1	-0.1
Cc1ccc2nc(-c3cccc(Cl)c3)c(Cc3cccc(Cl)c3)n2c1	0.9
CCc1noc2cc(-c3ccccc3)n(C)c(=O)c12	-0.7
COc1cccc(C2NC(=O)N(CCCC(=O)O)C(C)=C2C(=O)OCc2ccccc2)c1 (stereo not given)	-0.3
COC(=O)N[C@H]1CC=C[C@@H]1Cc1cccc(Oc2ccccc2)c1	-0.3

Taken from the listing (2 entries):
mol	MsrA inh
CCOC(=O)C1=C(C(=O)OCC)C2N(Cc3ccc(C#N)cc3)c3ccccc3[C@@]23C[C@@H](C(=O)OC)N(S(=O)(=O)c2cccs2)C3=N1 (stereo not given in full)	0.7
Cn1cc(/C=N\NC(=O)C2COc3ccccc3O2)c2ccccc21 (stereo not given)	0.9

Next part.
mol	MsrA inh
CC(=O)C1=C(C)N(Cc2ccc(F)cc2)C(=S)NC1c1cccc(Cl)c1 (stereo not given)	0.2
COC(=O)[C@]12C[C@H](CC(=O)NCCC(C)C)C(=O)N(Cc3ccccc3)C1=C[C@H](C(C)(C)C)O[C@@H]2C	-0.1
Cc1cc(-c2cc(NC(=O)Cc3c(C)[nH]c4ccccc34)ccc2N(C)c2cccnc2)ccc1F	1.1
Cc1cc(N2CCN(C(=O)OC(C)(C)C)C[C@@H]2C)ccc1N1CCN(Cc2ccccc2)[C@@H](C)C1	0.6
Cc1cc(C)nc(SCC(=O)Nc2ncccn2)n1	-0.6
CC(C)[C@H](NC(=O)[C@H](C)NC(=O)OC(C)(C)C)C(=O)N1CCC2CCN(Cc3ccccc3)CC21 (stereo not given in full)	0.2
COC(=O)c1cc2c(c3c4cc(OC)ccc4n(S(=O)(=O)c4cccc(C)c4)c13)C(=O)N(C)C2	-0.1
C[C@H](c1ccccc1)N1C[C@@H](COCc2ccccc2)Oc2cccc(Oc3ccc(F)cc3)c2S1(=O)=O	0.1
COC(=O)C1=C(C)N(C)C(=NCc2ccc(OC)cc2)NC1c1ccc(C(F)(F)F)cc1 (stereo not given)	-0.2
O=C(OCc1cc(Cl)ccc1OC(F)F)c1cc(S(=O)(=O)O)ccc1O	-0.1
CN(c1cccnc1)c1ccc(NC(=O)Cc2cn(Cc3ccccc3)c3ccccc23)cc1Br	0.4
CCCCc1c(-c2ccccc2OC)ncn1Cc1cccc(C)c1	0.3

Next section
mol	MsrA inh
COC(=O)c1cc2c(c3c4cc(F)ccc4n(S(=O)(=O)c4ccccc4)c13)C(=O)N(C)C2	0.8
COC(=O)C1=C(C)N(Cc2ccc(C(F)(F)F)cc2)C(=NCC2CC2)NC1c1cccc(Cl)c1 (stereo not given)	-0.8
COc1ccccc1-n1cnnc1SCC(=O)Nc1cccc(S(=O)(=O)N2CCCCC2)c1	-0.2
COC(=O)c1cc2c(c3c4cc(OC)ccc4n(S(=O)(=O)c4ccccc4)c13)C(=O)N(C)C2	-0.1
Cc1ccc(S(=O)(=O)N(C)[C@H]2C[C@H]3c4[nH]c5c(-c6ccccc6)cccc5c4CCN3C(=O)[C@H]2[C@H](C)O)cc1	0.9
C[C@H](O)[C@@H]1CN2CCc3ccc(-c4ccc5c(c4)OCO5)cc3[C@@H]2C[C@@H]1N(C)Cc1ccccc1	-0.7
COC(=O)c1ccc(-c2cccc(CN3CCN(c4ncc(Cc5ccccc5)cn4)CC3)c2)cc1	1.6
CCOC(=O)c1cnc2c3c(noc13)CCC2	2.4
Cc1ccc(S(=O)(=O)NC(=O)ON=Cc2ccc3c(c2)OCO3)cc1	0.0
O=C(CSc1ccc(Cl)cc1)Nc1cc(-c2nc3ncccc3o2)ccc1Cl	-0.1
CCCCS(=O)(=O)N1C2=NC(C(=O)OCC)=C(C(=O)OCC)C3N(Cc4ccc(C#N)cc4)c4ccccc4[C@]23C[C@H]1C(=O)OC (stereo not given in full)	0.9
C[C@H]1CNC(=O)c2c(C(=O)N3CCN(c4ccccc4)CC3)ncn21	-0.2

Among those listed so far, these contain a CF3 group.
mol	MsrA inh
COC(=O)[C@]12C[C@H](CC(=O)NCc3cccc(C(F)(F)F)c3)C(=O)N(Cc3ccc4c(c3)OCO4)C1=C[C@H](C(C)(C)C)O[C@@H]2C	0.1
COC(=O)C1=C(C)N(C)C(=NCc2ccc(OC)cc2)NC1c1ccc(C(F)(F)F)cc1 (stereo not given)	-0.2
COC(=O)C1=C(C)N(Cc2ccc(C(F)(F)F)cc2)C(=NCC2CC2)NC1c1cccc(Cl)c1 (stereo not given)	-0.8

Next entries.
structure	MsrA inh
COC(=O)[C@]12C[C@H](CC(=O)NCc3cccs3)C(=O)N(Cc3ccccc3)C1=C[C@H](C1CCCC1)O[C@@H]2C	0.9
Cc1cccc(/C=C/C(=O)c2ccc(N3CCOCC3)cc2)c1	1.7
O=C(C(=O)N1CCC(CNS(=O)(=O)c2ccc(C(F)(F)F)cc2)CC1)c1cc2ccccc2o1	1.9
COc1cccc(-c2cc(CNC(=O)[C@@H](Cc3ccccc3)NC(=O)[C@H]3O[C@@H](n4cnc(C(N)=O)n4)[C@H](O)[C@@H]3O)no2)c1	-0.5
CCCCNc1cccc2c1S(=O)(=O)N[C@H](Cc1ccccc1)CO2	1.1
CCCc1c(-c2cccc(Br)c2)ncn1CCc1ccccc1OC	0.3
COC(=O)[C@@]1(Cc2ccc(OC)cc2)[C@H]2c3cc(C(=O)N4CCCC4)n(C[C@H](O)CO)c3C[C@H]2CN1C(=O)c1ccccc1	0.8
COC(=O)C1=C(C)NC2=C(C(=O)CCC2)C1c1cccs1 (stereo not given)	2.5

Next section.
structure	MsrA inh
C[C@H]1CNC(=O)c2c(C(=O)N(C)Cc3ccccc3)ncn21	-1.5
Nc1[nH]c(C(=O)c2ccccc2)c(-c2ccc3ccccc3c2)c1C(=O)NCc1cccc2ccccc12	1.8
COC(=O)C1=C(C)N(Cc2ccc(C(F)(F)F)cc2)C(=NCc2ccc(C(F)(F)F)cc2)NC1c1cccc(C(F)(F)F)c1 (stereo not given)	-1.6
O=c1c2cnn(-c3ccc(F)cc3)c2ncn1Cc1ccccn1	-1.3
Fc1ccc(-c2nc3c4ccccc4ccn3c2Cc2cccc(F)c2)cc1	0.5
Cc1cc2nc3c(=O)[nH]c(=O)nc-3n(C[C@H](O)[C@H](O)[C@H](O)CO)c2cc1C	2.6
COC(=O)[C@]12C[C@H](CC(=O)NCCc3ccccc3OC)C(=O)N(Cc3ccccc3)C1=C[C@H](C(C)(C)C)O[C@@H]2C	-0.3
CC(C)C[C@H]1COc2cc(N3CCOCC3)ccc2S(=O)(=O)N1	-0.4

(listing goes on)
structure	MsrA inh
Cc1ccc(N(C)c2nc(N)nc(N)c2N=O)cc1	0.1
CC(=O)c1ccc(-c2ccccc2C2=CC(=O)CC(C)(C)C2=O)cc1	1.9
COC(=O)C1=C(C)N(Cc2ccccc2C(F)(F)F)C(=NCc2ccccc2)NC1c1ccc(Cl)cc1 (stereo not given)	-0.6
COC(=O)c1cc2c(c3c4ccccc4n(S(=O)(=O)c4ccc(C)cc4)c13)C(=O)N(CC(C)C)C2	0.7
CCCCCCCCN1C(=O)[C@@H](CC(=O)NCCCC)C[C@@]2(C(=O)OC)C1=C[C@H](C(C)(C)C)O[C@@H]2C	0.1
CCOC(=O)C1CSCCS(=O)(=O)N1Cc1ccc(C)cc1 (stereo not given)	-0.8
COc1cc(OC)cc(C(=O)NCC2CCN(C(=O)C(=O)c3cccs3)CC2)c1	0.9
C=CCN=C1NC(c2ccc(Cl)cc2)C(C(=O)OC)=C(C)N1Cc1ccccc1C(F)(F)F (stereo not given)	-1.1

(continued)
structure	MsrA inh
COc1ccccc1N/C=C1/Sc2cc(Cl)ccc2NC1=O	0.8
O=C(NCCCN1CCCC1=O)c1ccc2c(=O)n(-c3ccc(F)cc3)c(=S)[nH]c2c1	0.4
CCOC(=O)COn1c(=O)c(-c2ccc(OC)c(OC)c2)[n+]([O-])c2ccccc21	0.8
C=CCNc1ccc2c(c1)OC[C@@H](CC(C)C)NS2(=O)=O	0.3
Nc1[nH]c(C(=O)c2ccccc2)c(-c2ccc3ccccc3c2)c1C(=O)NCc1ccc(F)cc1	-0.2
Cc1ccc2nc(-c3cccc(Br)c3)c(Cc3cccc(F)c3)n2c1	0.1
COC(=O)C1=C(C)N(Cc2ccc(C(F)(F)F)cc2)C(=NCc2ccc3c(c2)OCO3)NC1c1ccccc1 (stereo not given)	-0.7
COc1ccc(S(=O)(=O)C(C#N)c2nc3ccccc3nc2N2CCC(C)CC2)cc1 (stereo not given)	-0.3

(list continues)
structure	MsrA inh
Cc1cccc(NC(=O)CSc2nnc(NC(=O)CN3CCCCC3)s2)c1	-0.5
CCCN1CCCCC(NC(=O)c2ccc(Cl)cc2Cl)C1=O (stereo not given)	-0.3
O=C(Nc1ccc(Cl)cc1C(=O)N1CCOCC1)c1cccc([N+](=O)[O-])c1	-1.4
O=C(CC(NCCc1ccccc1)C(=O)O)Nc1ccc(O)cc1 (stereo not given)	0.7
C[C@@H]1CN([C@@H](C)CO)C(=O)CCCn2cc(nn2)CO[C@H]1CN(C)C(=O)Nc1ccccc1F	1.0
COCCNC(=S)N(C)[C@H]1C[C@H]2c3[nH]c4c(-c5ccc6c(c5)OCO6)cccc4c3CCN2C(=O)[C@H]1[C@H](C)O	-1.8
COc1ccc(-c2cc(=O)c3cccc(CC(=O)O)c3o2)cc1	5.0*
Cc1noc(C)c1NC(=O)N(C)C[C@H]1OCc2cn(nn2)CCCC(=O)N([C@H](C)CO)C[C@@H]1C	0.9

The listing continues.
structure	MsrA inh
C[C@H](CO)N1C[C@H](C)[C@@H](CN(C)C(=O)Nc2cccc(F)c2)OCc2cn(nn2)CCCC1=O	-0.4
CCCCCCCCN1C(=O)[C@@H](CC(=O)N2CCN(C(=O)c3ccco3)CC2)C[C@@]2(C(=O)OC)C1=C[C@H](C1CCCC1)O[C@@H]2C	-0.5
CN(c1ccc(NC(=O)CCc2cn(Cc3ccc(Br)cc3)c3ccccc23)cc1)c1ccccn1	1.7
COC(=O)c1cc2c(c3c4cc(C)ccc4n(S(=O)(=O)c4cccc(C)c4)c13)C(=O)N(Cc1ccccc1OC)C2	0.6
O=C1NC(Cc2ccccc2)c2nc3ccc(F)cc3c(=O)n2-c2ccccc21 (stereo not given)	-1.7
Oc1c(C=NCc2ccc(F)cc2)[nH]c2ccc(Br)c(Cl)c12	-1.1
CC(C)OC(=O)[C@@H](Cc1ccccc1)N[C@H](/C=C/c1ccccc1)[C@@H](O)Cc1ccccc1	1.0
COc1cccc(C(=O)N[C@H](C(=O)N2CCC[C@H]2C(=O)NCc2ccccc2)C2CCCCC2)c1	0.9

(listing goes on)
structure	MsrA inh
NC1(N2SC(S)=C3CCCC=C32)CCCCC1	-1.0
CC(=O)N1CCN(c2ccc(N3CCN(C(C)=O)[C@H](C)C3)c(C)c2)[C@@H](C)C1	0.0
NC(=O)[C@@H]1CCCN1C(=O)[C@H](CCc1ccccc1)NC(=O)[C@H]1O[C@@H](n2cnc3c(N)ncnc32)[C@H](O)[C@@H]1O	0.8
C[C@@H]1CN([C@H](C)CO)C(=O)c2c(c3ccccc3n2C)-c2ccccc2CO[C@@H]1CN(C)C(=O)CCN(C)C	0.5
COC(=O)[C@]12C[C@H](CC(=O)N3CCC(c4ccccc4)CC3)C(=O)N(Cc3ccc4c(c3)OCO4)C1=C[C@H](C(C)(C)C)O[C@@H]2C	0.5
CCNC(=O)N1C[C@H]2CON(C)[C@H]2C[C@H]1c1ccc(N2CCCCC2)cc1	0.3
COC(=O)[C@]12C[C@H](CC(=O)NCc3cccc4ccccc34)C(=O)N(Cc3ccc4c(c3)OCO4)C1=C[C@H](COCc1ccccc1)O[C@@H]2C	0.9

This is a subset, so the mix of outcomes need not match the whole.
